CHT allo act: human CHT allosteric activation; Q9GZV3; CHT-expressing cells, membrane potential dye, choline EC20; active compounds read high; LV-AA mutant CHT in HEK293 cells; B-score at 10 µM; 310,000 tested, 0.49% active;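 active means initial fluorescence not abnormally high and integrated response B-score, plate-corrected, over 3 SD above library mean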
Target sequence (Q9GZV3 whole entry, looked up): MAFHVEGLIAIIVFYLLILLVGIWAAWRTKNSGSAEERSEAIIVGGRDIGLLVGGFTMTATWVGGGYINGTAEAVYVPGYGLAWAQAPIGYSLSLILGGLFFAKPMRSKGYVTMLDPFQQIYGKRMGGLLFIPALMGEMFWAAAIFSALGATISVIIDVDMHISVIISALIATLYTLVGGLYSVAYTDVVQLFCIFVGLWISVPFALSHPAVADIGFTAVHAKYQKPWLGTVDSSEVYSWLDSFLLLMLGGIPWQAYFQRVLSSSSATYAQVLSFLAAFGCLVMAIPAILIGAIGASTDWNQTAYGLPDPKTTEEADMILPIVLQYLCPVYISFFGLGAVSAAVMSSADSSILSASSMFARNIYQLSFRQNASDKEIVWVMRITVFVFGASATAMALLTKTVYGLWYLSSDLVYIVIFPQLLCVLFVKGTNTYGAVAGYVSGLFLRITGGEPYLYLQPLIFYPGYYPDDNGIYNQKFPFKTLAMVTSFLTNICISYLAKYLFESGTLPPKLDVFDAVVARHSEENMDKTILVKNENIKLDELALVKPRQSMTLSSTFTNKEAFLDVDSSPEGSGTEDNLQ
CHT inh: inhibitors of human choline transporter CHT. Q9GZV3. CHT-expressing cells, membrane potential dye, choline response; active compounds read low. B-score at 10 µM. 310,000 tested, 0.86% active. AID 488975;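 active means B-score over 3 SD under the library average, and starting fluorescence ratio not unusually high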;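 further: choline stimulus applied at its EC90 after an EC20 pre-addition; B-score computed on integrated fluorescence ratio after choline addition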
An asterisk follows results filed as active; i = inactive.

canonical_smiles	CHT allo act	CHT inh
CC(=O)Nc1sc(C)c(C)c1CN1CCN(S(=O)(=O)c2ccccc2)CC1	i	i
CO/N=C(\c1nonc1N)N1CCN(c2ccc([N+](=O)[O-])cc2Cl)CC1	i	i
COc1ccc(OC)c2sc(NC(=O)CCSc3ccccc3)nc12	i	i
CCCNc1nc(OCC(F)(F)F)nc(OCC(F)(F)F)n1	i	i
Cc1nc2nc[nH]n2c(=O)c1CCOC(=O)c1c(F)cccc1F	i	i
COc1ccc(S(=O)(=O)Nc2ccc(-c3ccc4nncn4n3)cc2)c(OC)c1	i	i
CC(C)(C)C(=O)N1CCN(c2ccc(NC(=O)c3ccc([N+](=O)[O-])o3)cc2)CC1	i	i
O=C(CS(=O)(=O)c1ccccc1)NCc1ccc(Cl)cc1	i	i
CCC(=O)NNc1nc2c(C)c(C)ccc2s1	i	i
COc1cccc(/C=C/C(=O)c2c(O)cc(C)oc2=O)c1O	i	i
Cc1ccc2c(COC(=O)C34CC5CC(CC(C5)C3)C4)cc(=O)oc2c1	i	i
CN(C)CCNc1nc2c(c(=O)[nH]c(=O)n2C)n1CC(O)COc1ccc(Cl)cc1Cl (centres undefined)	8.9*	i
CCCCN(CC)C(=O)c1cccc(Cl)c1	i	i
CC(C)(C)OC(=O)NC(Cc1ccccc1)C(=O)O (centres undefined)	i	i
CCC(=O)Nc1ccc(C(=O)CSc2nc3ccc(C)cc3[nH]2)cc1	i	i
CCOC(=O)Nc1ccc2c(c1)N(C(=O)N1CCN(C)CC1)c1ccccc1CC2	i	i
COc1ccc(-c2nc(N)n(C(=O)c3ccccc3Cl)n2)cc1	i	i
c1ccc(CCc2nc(-c3ccc(-n4cccc4)cc3)no2)cc1	i	i
CCN(c1ccccc1)S(=O)(=O)c1ccc2[nH]cc(C(=O)NCCOC)c(=O)c2c1	i	i
Nc1cc(C(F)(F)F)ccc1Nc1ccccc1	i	i
Cc1ccc(N(CC(=O)NCc2ccncc2)S(C)(=O)=O)cc1Cl	i	i
O=C(Nc1cccc(-c2nnn(CC(=O)N3CCc4ccccc4C3)n2)c1)C1CCC1	i	i
NC(=O)C1CCN(C(=O)COc2ccc3c4c(c(=O)oc3c2)CCCC4)CC1	i	i
CN(C(=O)c1ccc(Cl)c(S(=O)(=O)N2CCOCC2)c1)c1ccccc1C(=O)O	i	i
COc1cc2[nH]c(=S)n(CCCN3CCOCC3)c(=O)c2cc1OC	i	i
O=C1Nc2ccc(F)cc2C12Nc1ccccc1-c1nnc(SCc3ccccc3)nc1O2 (centres undefined)	i	i
Cc1ccccc1NC(=O)COc1cccc2c1CCNC2=O	i	i
CCC(C)Sc1nc(C)nc2c1c(=O)n(C)c(=O)n2C (centres undefined)	i	i
Cc1ccc(F)c([C@H]2[C@H]3C=CC[C@@H](C)[C@@H]3C(=O)N2Cc2ccccc2)c1	i	i
CC(C)n1c(=O)[nH]c2ccccc21	i	i
O=c1[nH]c(CN2CCN(c3ccc(O)cc3)CC2)nc2scc(-c3ccc(Cl)cc3)c12	i	i
CC(c1ccccc1)C1CC(=O)N(CC(=O)O)C1=O (centres undefined)	i	i
CCOC(=O)/C(C#N)=C/c1ccc(-c2ccsc2C(=O)OC)o1	i	i
COCCNC(=O)c1csc2c1CCCC2	i	i
CC1=[N+](C)N(c2ccccc2)C(=O)C1N=Cc1c(Cl)cccc1Cl (centres undefined)	i	i
CC(C)(C)c1cc(Cl)c(O)c(NC(=S)NC(=O)c2cccnc2)c1	i	i
Cc1c(Cl)cccc1NC(CC(=O)c1ccccc1)C(=O)OCC(=O)c1cccs1 (centres undefined)	i	i
Cc1ccc(-n2c(SCC(=O)Nc3ccc(C(=O)O)cc3)nnc2-c2ccncc2)cc1	i	i
O=C(O)CC1S/C(=N/N=C/c2ccc([N+](=O)[O-])cc2)N(c2ccc(O)cc2)C1=O (centres undefined)	i	i
COc1ccc(NC(=O)C(CCS(C)(=O)=O)NC(C)=O)cc1 (centres undefined)	i	i
N=c1n(CCc2ccccc2)c2ccccc2n1Cc1ccccc1F	i	i
CCc1nnc(NC(=O)c2ccc(S(=O)(=O)N3CCCCC3)cc2)s1	i	i
CCCCN(CCCC)c1nc(OC)nc(-n2nnc(C(C)=O)c2C)n1	i	i
Cc1cccn2c(=O)c(/C=C(\C#N)C(=O)NC3CCS(=O)(=O)C3)c(Oc3ccc(F)cc3)nc12 (centres undefined)	i	i
Cc1ccc(NC(=O)COc2ccccc2)c(NC(=O)c2ccccc2C)c1	i	i
CCCOc1ccc(N2CC(C(=O)NCCc3ccc(OC)c(OC)c3)CC2=O)cc1 (centres undefined)	i	i
Cc1cccc([C@@H]2[C@@H]3C(=O)N(Cc4ccccc4)C(=O)[C@@H]3[C@]3(Cc4ccc(Cl)cc4)C(=O)N(c4cccc(Br)c4)C(=O)N23)c1	i	i
CCC(=O)c1ccc(OC(C)C(=O)NC2(C#N)CCCCC2)cc1 (centres undefined)	i	i
CCOC(=O)N1CCC(NC(=S)Nc2ccc3nc(N4CCN(CC)CC4)cc(C)c3c2)CC1	i	i
CCN(CCNC(=O)c1cc(C)nn1-c1ccccc1)c1ccccc1	i	i
COc1ccc(N(CC(=O)Nc2ccc3c(c2)OCO3)S(=O)(=O)c2ccccc2)cc1	i	i
CC(=O)NN1C(=O)c2ccccc2NC1c1ccco1 (centres undefined)	i	i
Cc1cc(S(=O)(=O)N2CCN(c3ccc(F)cc3)CC2)c(C)s1	i	i
O=C1NC2=C(C(=O)OC2)C(c2ccc(OC(F)(F)F)cc2)N1 (centres undefined)	i	i
Clc1ccc(-c2nn3c(-c4ccccc4)nnc3s2)cc1	i	i
COC(=O)CSc1nc2cc3c(cc2cc1C)OCO3	i	i
COc1ccc(-n2nc3c(c2NC(=O)c2c(-c4ccccc4Cl)noc2C)CS(=O)(=O)C3)cc1	i	i
Nc1cc2c(cc1C(=O)c1ccccc1)OCCO2	i	i
O=C(CCCOc1ccc(Br)cc1)Nc1ccc(S(=O)(=O)N2CCOCC2)cc1	i	i
COCCCn1c(-c2ccccc2)nc2ccccc2c1=O	i	i

More compounds follow:
canonical_smiles	CHT allo act	CHT inh
CCCOc1ccc2ccccc2c1/C=N/n1cnnc1	i	i
Cc1ccc(CNC(=O)CNC(=O)c2c(C)nn(C)c2Cl)cc1	i	i
CC(C)(C)c1ccc(S(=O)(=O)NCC(=O)Nc2sc3c(c2C(N)=O)CCCC3)cc1	i	i
O=C(Nc1ccc(N2CCOCC2)cc1)c1cnccn1	i	i
Cc1csc(N)n1	i	i
COc1ccc(-c2c3c(=O)n(C)c(=O)n(C)c3cn2-c2ccccc2O)cc1	i	i
CN1CCN(c2ccncc2S(=O)(=O)N2CCCCC2)CC1	i	i
COc1ccc(C2=NNC(c3cccnc3)=Nc3ccc(OC)cc32)cc1	i	i
Cc1ccccc1/C=N/N1CCN(c2ccccc2)CC1	i	i
O=c1cc(CSc2nnc3ccccn23)c2c(ccc3ccccc32)o1	i	i
Cc1ccc(OC(=O)CCS(=O)(=O)c2ccc(C)cc2)cc1	i	i
CC(=O)c1cccc(CN2CCCC(CCC(=O)NCc3ccc(F)c(F)c3)C2)c1 (centres undefined)	i	i
COc1ccc2c(c1OC)CN(C)CCc1cc3c(cc1C(O)C2)OCO3 (centres undefined)	i	i
Cc1cccc(NC(=O)C2CCCN(S(=O)(=O)c3cccc4cccnc34)C2)c1 (centres undefined)	i	i
N#CCCN(Cc1ccccc1)C(=O)Nc1ccc(F)cc1	i	i
O=S(=O)(c1ccc(Cl)cc1)c1snnc1-c1ccccc1	i	i
Cc1ccc(-n2ncc3c2ncn2nc(-c4ccco4)nc32)c(C)c1	i	i
CCOC(=O)c1ccc(NCc2cccnc2)cc1	i	i
CCn1c(=O)cc(SCC(=O)Nc2ccc(C)cn2)c2ccccc21	i	i
COc1cc2c(C(=O)NCc3ccccn3)cn(C)c(=O)c2cc1OC	i	i
COc1ccc(NC(=O)CCn2nc(C)cc2C)cc1	i	i
COc1cccc(CN2CC(C(=O)N(C)CCc3ccccc3)CCC2=O)c1 (centres undefined)	i	i
COc1ccc(-c2nnc(SCC(=O)NC(=O)NCc3ccccc3)o2)cc1	i	i
COc1ccccc1N(CC(=O)NCc1ccc(F)cc1)C(=O)CCC(=O)Nc1nccs1	i	i
COc1ccccc1/C=N/NC(=O)c1ccc(NC(=O)c2cccc([N+](=O)[O-])c2)cc1	i	i
Cc1ccc(C(=O)NNC2=NC(C)(C)Cc3ccccc32)cc1	i	i
CC(=O)c1cccc(CN2CCCC(CCC(=O)NCc3ccc(C)o3)C2)c1 (centres undefined)	i	i
CCCn1c2c(c(O)c(C(=O)Nc3ccc(OCC)cc3)c1=O)CCCC2	i	i
N#Cc1c(C#N)c(O)c2ccccc2c1O	i	i
COc1cccc(SCc2noc(C(=O)NCCCN3CCOCC3)c2C(=O)NCCCN2CCOCC2)c1	i	i
O=C(Cc1ccccc1)NC(=S)Nc1ccc2oc(-c3ccccc3F)nc2c1	i	i
COc1cccc(Nc2nc(CC(C)=O)ns2)c1	i	i
CCOc1ccc2nnnn2n1	i	i
CCN1CCN(CCC(=O)Nc2cccc(C)c2)CC1	i	i
CC(=O)Nc1ccc(S(=O)(=O)Nc2ccc3c(c2)C(=O)OC3)cc1	i	i
COc1nccnc1NS(=O)(=O)c1ccc(NC(=S)NC(=O)/C=C/c2ccccc2)cc1	i	i
COc1cccc(CNC(=O)Cc2nc3nc(C)cc(C)n3n2)c1	i	i
CCCCN(C(=O)c1cc(S(=O)(=O)N2CCCCCC2)ccc1OC)c1ccccc1	i	i
Cc1ccc(OCCCCn2ccnc2C)c(C)c1	i	i
CC1Cc2cc(/C(O)=C3\C(=O)C(=O)N(CCN4CCOCC4)C3c3ccccc3F)ccc2O1 (centres undefined)	i	i

Molecules above that contain a cyano group, in the order listed:
canonical_smiles	CHT allo act	CHT inh
CCOC(=O)/C(C#N)=C/c1ccc(-c2ccsc2C(=O)OC)o1	i	i
Cc1cccn2c(=O)c(/C=C(\C#N)C(=O)NC3CCS(=O)(=O)C3)c(Oc3ccc(F)cc3)nc12 (centres undefined)	i	i
CCC(=O)c1ccc(OC(C)C(=O)NC2(C#N)CCCCC2)cc1 (centres undefined)	i	i
N#CCCN(Cc1ccccc1)C(=O)Nc1ccc(F)cc1	i	i
N#Cc1c(C#N)c(O)c2ccccc2c1O	i	i

Following part
canonical_smiles	CHT allo act	CHT inh
Cc1ccccc1C(=O)NC(C)C(c1cccs1)N1CCOCC1 (centres undefined)	i	i
CSCCNC(=O)c1cccc(Cl)c1	i	i
Cn1nc(-c2ccccc2)c(CSc2cccc(Cl)c2)c1Cl	i	i
CC(C)(C)c1cccc(OCCCSc2ncccn2)c1	i	i
Cc1nc(N)ncc1Sc1ccccc1	i	i
Cn1c(Cn2nnc3ccccc32)nnc1SCC(N)=O	i	i
CCOC(=O)c1sc2nc(CC(=O)OC)nc(N(C)CCc3ccccn3)c2c1C	i	i
CCN(CC)C(C(=O)Nc1ccc(C(C)C)cc1)c1ccc2c(c1)OCO2 (centres undefined)	i	i
COC(=O)Nc1ccccc1C(=O)N1CCN(c2ccc(C)cc2)CC1	i	i
CC(=O)c1ccc(N2CCN(S(=O)(=O)c3c(C)[nH]c(=O)[nH]c3=O)CC2)cc1	i	i
O=C(C1CCCN1S(=O)(=O)c1cccc2nsnc12)N1CCN(c2ccc(F)cc2)CC1 (centres undefined)	i	i
O=C(CSc1nccc(=O)[nH]1)N1c2ccccc2CCc2ccccc21	i	i
CC(=O)c1cc2c(cc1NS(=O)(=O)c1ccc(C)cc1)OCCO2	i	i
O=C1/C(=C/c2c[nH]c3ccccc23)CCC/C1=C\c1c[nH]c2ccccc12	i	i
Cc1ccc(CNC(=O)C2CC(c3ccc([N+](=O)[O-])cc3)=NO2)cc1 (centres undefined)	i	i
COc1ccc(-c2ccnc3ncnn23)cc1	i	i
CC(=O)Nc1ccc2c(c1)nc1n2CCOC1	i	i
CC1CCCCN1C(=O)CNCc1ccc(F)cc1 (centres undefined)	i	i
Nc1cccc2c3c(oc12)CCCC3	i	i
COC(=O)Cn1nnc(N2CCOCC2)n1	i	i
CN(CC(=O)Nc1cccc(F)c1)C(=O)C1CSC2(C)CCC(=O)N12 (centres undefined)	i	i
Cc1ccc(C(=O)COC(=O)CSc2cccc3cccnc23)c(C)c1	i	i
O=C(O)/C=C\C(=O)Nc1ccccc1C(=O)NCc1ccccc1	i	i
O=C1NC(=S)S/C1=C\c1ccc(SCc2ccccc2)o1	i	i
COC(=O)/C(=C\C=C\c1ccccc1)NC(=O)c1ccccc1	i	i
Cc1csc(NC(=O)CSc2nncn2C)n1	i	i
Cn1c(CNC(=O)c2ccc(F)cc2)nc2ccccc21	i	i

An excerpt from above in order of number of heavy atoms, ascending:
canonical_smiles	CHT allo act	CHT inh
COC(=O)Cn1nnc(N2CCOCC2)n1	i	i
Cn1c(CNC(=O)c2ccc(F)cc2)nc2ccccc21	i	i
O=C(O)/C=C\C(=O)Nc1ccccc1C(=O)NCc1ccccc1	i	i
CN(CC(=O)Nc1cccc(F)c1)C(=O)C1CSC2(C)CCC(=O)N12 (centres undefined)	i	i
Cc1ccc(C(=O)COC(=O)CSc2cccc3cccnc23)c(C)c1	i	i

Bioassay records: PubChem BioAssay, Johns Hopkins Ion Channel Center
